Source: PubChem BioAssay
Menin-MLL TR inh: qHTS Assay for Inhibitors Targeting the Menin-MLL Interaction in MLL Related Leukemias: Competition With Texas Red Labeled MLL-derived Mutant Peptide | Menin + Texas Red MLL mutant peptide, fluorescence polarization | Potency, µM (doses to about 61.6 µM), for the others: at the top dose FP activity change, negative = inhibition, hits mostly inhibitors | AID 1768, 2009 | 270,000 tested, 0.23% active; active = well fitted inhibition curve with a large enough effect in the polarisation, with a control signal flat, not every such curve was filed as active; inconclusive = small, poorly fitted or top-dose-only effect, or effect the other way, or a change in a side signal; inactive = no such curve, though single readings can be large or run the other way; the % refers to the polarisation; also: potency is read from the fitted curve at half-maximal effect; % of control where 0% means no effect; many of its hits are not listed in these tables
Target sequence (O00255 whole entry, looked up): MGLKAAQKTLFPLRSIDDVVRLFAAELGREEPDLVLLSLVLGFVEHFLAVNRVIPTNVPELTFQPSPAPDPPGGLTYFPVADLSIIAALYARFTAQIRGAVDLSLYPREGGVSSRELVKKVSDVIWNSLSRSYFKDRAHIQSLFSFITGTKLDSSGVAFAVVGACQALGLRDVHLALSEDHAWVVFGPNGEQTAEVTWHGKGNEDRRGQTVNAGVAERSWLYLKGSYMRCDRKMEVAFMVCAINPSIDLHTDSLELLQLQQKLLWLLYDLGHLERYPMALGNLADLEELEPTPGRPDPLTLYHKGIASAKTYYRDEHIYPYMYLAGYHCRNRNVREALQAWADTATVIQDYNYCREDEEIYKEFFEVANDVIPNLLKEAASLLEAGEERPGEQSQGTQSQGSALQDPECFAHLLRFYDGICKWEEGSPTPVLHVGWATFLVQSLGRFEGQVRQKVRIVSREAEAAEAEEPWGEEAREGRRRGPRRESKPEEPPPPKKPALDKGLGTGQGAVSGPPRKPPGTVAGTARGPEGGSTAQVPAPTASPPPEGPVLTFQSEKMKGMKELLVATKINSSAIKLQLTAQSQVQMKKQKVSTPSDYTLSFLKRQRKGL
PKM2 act: qHTS Assay for Activators of Human Muscle isoform 2 Pyruvate Kinase; Pyruvate kinase PKM (Homo sapiens), P14618; purified PKM2, Kinase-Glo ATP luminescence, activation; response scale: 0% is enzyme alone, no compound; Potency, µM (titrated, usually from 57.5 µM), for the others: at the top dose activation, actives largely listed as activators; 260,000 tested, 0.34% active; AID 1631, 2009; also: potency is read from the fitted curve at half-maximal effect; % is scaled to controls: 0 for no effect and ±100 for the full control effect; nearly all actives have a fitted effect of over 55% in size
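Purified hPK-M2 (>95% pure) converted ADP (0.1 mM final) to ATP with 0.5 mM PEP in 50 mM imidazole pH7.2, KCl, MgCl2, Tween 20, BSA; 1 h at room temperature. ATP detected by Kinase-Glo luminescence.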
Giardia killer: Small Molecules that selectively kill Giardia lamblia: qHTS. Giardia lamblia trophozoite viability. activity change, % at 7.66 µM, hits read low. 340,000 tested, 0.15% active. AID 540267, 2011; in the data active = activity change below about -80%; inconclusive = between about -30% and that limit;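 also: parasites exposed to compound for two days anaerobically before the ATP read; % is scaled to controls: 0 for no effect and ±100 for the full control effect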
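Compounds were tested on trophozoites seeded at 100 cells/well and held 48 hrs at 37 deg C anaerobically. An ATP-based luminescent kit measured the remaining live cells.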
PTAP TSG101 blk: qHTS Assay for Iinhibitors of HIV-1 Budding by Blocking the Interaction of PTAP/TSG101 | Tumor susceptibility gene 101 protein (Homo sapiens), Q99816 | Fluorescence polarization, FITC-PTAP peptide / Tsg101 binding | Potency, µM (series often up to 115 µM), without a hit: at the top dose activity change, negative = inhibition, actives largely listed as inhibitors | 340,000 tested, under 10 active; active = well fitted inhibition curve with a large enough effect in the main read-out, with a control signal flat, not every such curve was filed as active; inconclusive = small, poorly fitted or top-dose-only effect, or effect the other way, or a change in a side signal; inactive = no such curve, though single readings can be large or run the other way; also: potency is read from the fitted curve at half-maximal effect; % of control where 0% means no effect
Target sequence (Q99816 whole entry, looked up): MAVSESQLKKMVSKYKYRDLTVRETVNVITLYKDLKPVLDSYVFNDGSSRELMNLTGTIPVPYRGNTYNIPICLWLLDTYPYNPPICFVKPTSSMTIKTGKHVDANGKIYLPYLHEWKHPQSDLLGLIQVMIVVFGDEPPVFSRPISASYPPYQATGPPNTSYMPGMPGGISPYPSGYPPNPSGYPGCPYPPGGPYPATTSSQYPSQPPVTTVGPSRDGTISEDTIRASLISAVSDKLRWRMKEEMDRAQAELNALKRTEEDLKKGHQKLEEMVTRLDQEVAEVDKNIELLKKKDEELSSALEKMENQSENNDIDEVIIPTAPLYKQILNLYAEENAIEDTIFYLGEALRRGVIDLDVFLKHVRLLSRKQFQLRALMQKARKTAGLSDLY
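Tsg101 binding domain (10 uM final) was mixed with compound and a FITC-labeled PTAP peptide (50 nM final) in HEPES pH 7.5 buffer with NaCl, Tween 20, EDTA and TCEP; fluorescence polarization was read after 20 min at r.t.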
S-ASM inh: Inhibitors of Secretory Acid Sphingomyelinase (S-ASM): qHTS. 340,000 tested, 0.006% active. AID 504937, 2011. placental ASM, HMU-PC fluorogenic substrate, 60 min. Sphingomyelin phosphodiesterase (Homo sapiens), P17405. Potency, µM (doses to about 57.5 µM), without a hit: at the top dose activity change, negative = inhibition, actives largely listed as inhibitors; also: potency is read from the fitted curve at half-maximal effect
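Fluorescence read-out (Ex 386 nm, Em 447 nm) after stopping the reaction at pH 10. Enzyme: ASM from human placenta; substrate HMU-PC0, 9 uM final; 60 min, 37 °C. Compound preincubation 10 min, ambient temperature.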
Integrin act MD: qHTS for Activators of Integrin-Mediated Alleviation for Muscular Dystrophy; alpha7betagal myoblasts, beta-gal FDG fluorescence, 48 h; Potency, µM (doses to about 38.3 µM), inactives show at the highest dose activation, most hits filed as activators; 350,000 tested, 0.064% active;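 also: potency is read from the fitted curve at half-maximal effect; 100% = response of the positive control SU9516; nearly all actives have a fitted effect of over 60% in size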
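alpha7betagal+/- myoblasts (passage 13, 250/well) treated 48 h at 37C with compounds at 1:260 dilution of DMSO stock. Lysed, then beta-galactosidase activity read as FDG fluorescence (ex 480/em 540) after 30 min, with pre-read for autofluorescence.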
B2AR arrestin: qHTS assay of beta-arrestin-biased ligands of beta2-adrenergic receptor. Beta-2 adrenergic receptor (Homo sapiens), P07550. beta-arrestin recruitment to beta2AR, cell-based reporter. Potency, µM (titrated, usually from 46.1 µM), for inactives: at the highest dose activation, actives largely listed as activators. 330,000 tested, 0.02% active. AID 492947, 2010;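 also: potency is read from the fitted curve at half-maximal effect; 0% = DMSO controls and full agonism = EC100 isoproterenol or metaproterenol; nearly all actives have a fitted effect of over 65% in size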
Tb PFK inh: qHTS Assay to Find Inhibitors of T. brucei phosphofructokinase | ATP-dependent 6-phosphofructokinase (Trypanosoma brucei brucei), O15648 | T. brucei PFK, ADP-Glo luminescence | Potency, µM (highest dose often 57.5 µM), for the others: at the highest dose activity, negative = inhibition, hits mostly inhibitors | 330,000 tested, 0.17% active;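 also: potency is read from the fitted curve at half-maximal effect; 0% = uninhibited 1x PFK enzyme wells and -100% = no-enzyme wells; nearly all actives have a fitted effect of over 60% in size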
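ADP-Glo luminescence quantified ADP after 45 min at room temperature, with 1.25 nM T. brucei PFK, 0.1 mM ATP and 0.5 mM fructose-6-phosphate in pH 8.0 TEA buffer. qHTS titrations up to 57 µM; curves classified by quality.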
GALK inhibitor: qHTS Assay for Inhibitors of Human Galactokinase (GALK); P51570; Purified GALK, Kinase-Glo residual ATP luminescence; Potency, µM (top dose mostly 57.5 µM), for the others: top-dose activity change, negative = inhibition, most hits filed as inhibitors; 270,000 tested, 0.007% active; AID 1868, 2009; also: potency is read from the fitted curve at half-maximal effect; % is scaled to controls: 0 for no effect and ±100 for the full control effect
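Luminescence from leftover ATP (Ultra-Glo luciferase/luciferin) served as read-out after a 1 h room-temperature reaction of 5 nM GALK with 35 uM ATP and 100 uM galactose.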
Chronic BCR inh: qHTS Assay to Find Inhibitors of Chronic Active B-Cell Receptor Signaling; Potency, µM (titrated, usually from 46.1 µM), for inactives: at the highest dose ratio change, negative = lower green/red ratio, most hits filed as inhibitors; 340,000 tested, 0.05% active; ABC-DLBCL IkBa-CBG/CBR reporter, luminescence ratio, 4 h; AID 493014, 2011; active = well fitted inhibition curve with a large enough effect in the signal ratio, with a control signal flat, not every such curve was filed as active; inconclusive = small, poorly fitted or top-dose-only effect, or effect the other way, or a change in a side signal; the % refers to the signal ratio;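 also: potency is read from the fitted curve at half-maximal effect; plate controls were basal doxycycline-induced cells for no effect and cells given 10 µM MG132 for full effect; MG132 reads +100%, hits lower the ratio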
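Doxycycline induced both beetle luciferases in TMD8 lymphoma cells; IKK-driven degradation limits the IkappaBalpha-fused green signal, while red luminescence normalises for cell number and nonspecific effects. Compounds tested up to 46 uM, 4 hrs.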
Coupling enz: qHTS Assay for Inhibitors of Fructose-1,6-bisphosphate Aldolase from Giardia Lamblia: Coupling assay counterscreen; coupling enzyme system counterscreen, AmpLite Red fluorescence; activity change, negative = inhibition, % at 58.2 µM, hits read low; 290,000 tested, 0.67% active; AID 2472, 2010; in the data active = activity change below about -30%; also: % is scaled to controls: 0 for no effect and ±100 for the full control effect
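Counterscreen of the coupled detection system alone, without aldolase: glyceraldehyde-3-phosphate coupling enzymes plus AmpLite Red readout. Compounds at 57.5 uM final, 10 min RT preincubation, 20 min RT reaction, fluorescence 525/598 nm.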
* marks the source's active call; other numbers are inactive results; u = inconclusive; x = no result given; [ ] = remark or other dose. Unless noted, calls follow the shape of the dose curve; as a rule, active = well fitted curve in the direction sought with a large enough effect; inconclusive = small, poorly fitted or top-dose-only effect, or another doubt; inactive = no such curve, though single readings can be large; an effect the other way counts as inactive or inconclusive. A portion of the library; rates above refer to the full screens.

SMILES	Menin-MLL TR inh	PKM2 act	Giardia killer	PTAP TSG101 blk	S-ASM inh	Integrin act MD	B2AR arrestin	Tb PFK inh	GALK inhibitor	Chronic BCR inh	Coupling enz
CN(Cc1ccccc1N1CCCC1)C(=O)c1cc2cc(Cl)ccc2o1	x	x	u	0%	-1%	-10%	-1.5%	2%	x	9%	x
CC(C)c1cc(C(=O)O)n(-c2ccccc2)n1	7%	-4%	0	-3%	5%	12%	-0.2%	-9%	1%	-4%	0
Cc1cc(C(F)(F)F)c(C#N)c(N2CCOCC2)n1	-12%	0%	-12	0%	0%	34%	0.3%	-6%	-1%	1%	-1
CCOc1ccc(NC(=O)CSc2nc3ccsc3c(=O)n2CCC(=O)O)cc1	7%	1%[0.46 µM]	1	0%	0%	1%	0.3%	1%	5%	-3%	11
N#CC1(NC(=O)CSc2ccccn2)CCCCC1	x	x	-7	-2%	3%	6%	-0.3%	-15%	x	8%	x
CCCn1c(CN2CCN(C(=O)OCC)CC2)nc2c1c(=O)n(C)c(=O)n2C	-11%	-7%	-2	-10%	2%	-3%	-0.7%	-4%	3%	11%	1
CCc1nn2c(=O)cc(CSc3nc(C)cc(=O)[nH]3)nc2s1	6%	-7%	-1	-2%	2%	-1%	0.0%	-2%	1%	u	0
Cc1ccc2occ(/C=C/C(=O)c3ccccc3O)c(=O)c2c1	6%	1%	1	1%	30%[activator]	19%	0.4%	-1%	-4%	u	x
O=C(Nc1ccc(C(=O)O)cc1)Nc1cccc([N+](=O)[O-])c1	2%	-3%	12	-3%	3%	-14%	-2.3%	u	2%	u	10
Cc1ccc2c(c1)nnn2C1CCN(S(=O)(=O)c2ccc(C(=O)N3CC(C)CC(C)C3)cc2)CC1 (centres undefined)	4%	-1%	-20	-3%	-1%	0%	-0.1%	-6%	-4%	-8%	2
Cc1ccc(NC(=O)Nc2ccccc2F)cc1S(=O)(=O)N1CCOCC1	x	x	-12	-6%	-2%	-6%	0.0%	-1%	x	0%	x
CCOC(=O)CSc1ccc(C(=O)Nc2ccc(OC)cc2)cn1	12%	1%	-3	-4%	-1%	-8%	3.7%	0%	1%	-29%	-4
O=C(N=C1SC2CS(=O)(=O)CC2N1c1cc(Cl)ccc1Cl)C1CC1 (centres undefined)	32%[activator]	2%[0.46 µM]	-4	1%	1%	40%	0.0%	0%	5%	0%	1
O=C(O)CC(CC(=O)Nc1nncs1)c1ccccc1 (centres undefined)	19%	-4%	-11	0%	7%	21%	-0.1%	0%	-5%	1%	2
O=S(=O)(c1ccc(Br)s1)N1CCN(CCc2ccccc2)CC1	x	x	-19	0%	-1%	-14%	-0.1%	2%	x	1%	x
CCOC(=O)C1=C(C)Nc2sc(C(=O)c3ccc(OC)cc3)c(N)c2C1c1ccc(C(=O)OC)cc1 (centres undefined)	-3%	-4%	10	0%	255%[activator]	5%	-0.3%	-3%	1%	-1%	0
Cc1nc(Nc2cc(F)ccc2C)c2nnn(Cc3ccccc3)c2n1	-3%	1%	30	-2%	-1%	6%	0.5%	-3%	1%	u	2
Cc1ccc(C(C(=O)NC2CCCC2)N(C(=O)c2csnn2)c2ccccc2)o1 (centres undefined)	x	x	-10	-9%	3%	11%	0.4%	0%	6%	1%	0
Clc1ccc(CN=C(Nc2ccccc2)NC2CCCCC2)cc1	-23%	-1%	28	-4%	-2%	-4%	-0.1%	-3%	0%	u	1
CCOC(=O)CSc1nc(Nc2ccc3c(c2)OCO3)c2ccccc2n1	u	13%	3	-2%	-11%	-8%	0.0%	-3%	-1%	-1%	-7
COc1ccc(OC)c(NC(=O)c2ccc(CN(c3cc(Cl)ccc3C)S(=O)(=O)c3ccccc3)cc2)c1	-2%	-6%	12	-1%	2%	-26%	0.5%	3%	-1%	-1%	-30
Cc1ccccc1N(CC(=O)NCCc1ccccc1)C(=O)c1ccc(N2CCCC2)nc1	u	8%	9	-12%	2%	1%	0.3%	2%	3%	u	4
O=c1c[n+]([O-])c2ccccc2n1OCc1c(F)cccc1F	-9%	15%	-6	-4%	12%	-21%	-0.1%	1%	-5%	-22%	-4
Cc1ccnc(NC(=O)C2CC(=O)N(Cc3ccccc3)C2)c1 (centres undefined)	x	x	9	-5%	3%	9%	0.1%	-5%	x	u	x
O=C(/C=C/c1ccccc1)c1ccc(NC2=NCCCS2)cc1	13%	1%	-6	-2%	1%	-51%[inhibitor]	-0.6%	3%	0%	u	2
CC(c1nc2scc(-c3ccccc3)c2c(=O)[nH]1)N1CCN(CC(=O)NC2CC2)CC1 (centres undefined)	x	x	-8	1%	5%	21%	-0.4%	-1%	x	-13%	x
C/C(=N\OCC(=O)Nc1ccc(F)c(F)c1F)c1cc2ccccc2o1	-16%	2%	-12	0%	-3%	5%	-0.5%	0%	0%	3%	2
CCOc1cc(N2CCOCC2)c(OCC)cc1NC(=O)CSc1nc(N)cc(=O)[nH]1	x	x	4	-8%	4%	0%	-0.8%	0%	x	4%	x
O=c1[nH]n2c(=O)c3c([nH]c2c1N=Nc1cccc(C(F)(F)F)c1)CCCC3	u	-24%	-13	-6%	5%	10%	2.6%	-2%	-2%	22%	6
O=C1CC(SC2=NCCS2)C(=O)N1c1ccc(Br)cc1 (centres undefined)	7%	14%	4	-5%	-2%	-6%	-0.1%	1%	0%	0%	4
CNC(=O)NC(=O)CN1C(=O)NC2(CCOc3ccccc32)C1=O (centres undefined)	x	x	-16	1%	1%	16%	-0.6%	3%	-1%	-5%	1
Cc1ccc(SCC(=O)OC(C)C(=O)NCc2ccccc2)cc1C (centres undefined)	x	x	7	-3%	3%	31%	-1.1%	0%	x	u	x
Cc1cc(C)c(NC(=O)CSc2nc3c(c(=O)n2C)SC(C)C3)c(C)c1 (centres undefined)	-2%	-1%	8	-6%	-3%	-32%	0.1%	-1%	-1%	-1%	1
O=C(NC1CCS(=O)(=O)C1)c1ccc2c(c1)OCO2 (centres undefined)	x	x	-17	-1%	1%	-3%	-0.2%	-5%	x	6%	x
O=C(CN1CCN(c2cccc(C(F)(F)F)c2)CC1)N(C1CCCC1)C1CCS(=O)(=O)C1 (centres undefined)	x	x	-17	-9%	0%	-28%	-0.3%	4%	x	1%	x
Cc1cc(C(=O)NCCCn2ccnc2)cs1	2%	1%	3	-10%	0%	1%	-0.3%	-18%	1%	-3%	4
Cc1ccc(N(CC(=O)NCCc2ccccc2)C(=O)CCC(=O)Nc2cc(C)ccn2)cc1	u	0%	-20	-1%	-1%	-43%	-0.2%	4%	-1%	-4%	2
Cn1c(C(=O)N[C@@H](Cc2ccccc2)C(=O)O)cc2cc(Cl)ccc21	46%[activator]	x	1	0%	-3%	13%	0.1%	-7%	3%	u	11
FC(F)(F)c1nnc2ccc(NCc3ccccc3)nn12	3%	8%	1	-2%	-3%	-23%	0.3%	0%	1%	u	3
Cc1cn([C@H](C(=O)NCCCCCCCCCCC(=O)N2CCN(C(=O)OC(C)(C)C)CC2)[C@@H](C)O)nn1	x	x	-11	-4%	-2%	-6%	0.3%	3%	x	-13%	x
CCCn1c(SCC(=O)N2CCCc3ccccc32)nnc1-c1ccccn1	-3%	-9%	22	-1%	-2%	-18%	0.2%	0%	3%	5%	-2
COc1ccc(CC(CC(=O)O)C(=O)Nc2ccc(Cl)c(Cl)c2)cc1 (centres undefined)	7%	-5%	2	1%	-3%	u	0.2%	1%	1%	8%	3
CCOc1ccccc1C1C(C(N)=O)=C(C)Nc2nc(-c3cccc(C)c3)nn21 (centres undefined)	-8%	5%	-6	-5%	5%	13%	2.6%	2%	-1%	-13%	0
